# Screening data as filed in PubChem.
# C diff HTS = C. difficile growth inhibitors, primary screen, HTS; AID 1259249, 2017; Clostridium difficile clinical isolate growth, OD600, 24 h; active compounds read low; growth activity, negative = inhibition, % at 16 µg/mL (by protocol); 86,000 compounds, 0.25% hits;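 active = mean growth activity at or below -80% and every replicate also at or below -80%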;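 note: 0% = DMSO wells and -100% = levofloxacin 16 µg/mL wells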
# Pf Dd2 inh = P. falciparum Dd2 growth inhibitors, primary screen, SYBR Green fluorescence, single dose replicates; 72 h; active compounds read low; activity change, % at 10 µM; 94,000 compounds, 2.3% hits; AID 1159554, 2015; in the data active = activity change below about -80%
# KDM4C inh = inhibitors of GASC-1 (KDM4C) histone demethylase, primary screen, biochemical, single concentration HTS | GST-KDM4C 2-372, H3K9me3 peptide, LANCE TR-FRET | inhibition, % at 12.5 µM | 96,000 compounds, 0.15% hits;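 active = mean replicate inhibition above about 25%, with at least 55% of replicates also reaching it, limit read from the data, passing the limit was not always enough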
# Target sequence (Q9H3R0 2-372 limits assumed): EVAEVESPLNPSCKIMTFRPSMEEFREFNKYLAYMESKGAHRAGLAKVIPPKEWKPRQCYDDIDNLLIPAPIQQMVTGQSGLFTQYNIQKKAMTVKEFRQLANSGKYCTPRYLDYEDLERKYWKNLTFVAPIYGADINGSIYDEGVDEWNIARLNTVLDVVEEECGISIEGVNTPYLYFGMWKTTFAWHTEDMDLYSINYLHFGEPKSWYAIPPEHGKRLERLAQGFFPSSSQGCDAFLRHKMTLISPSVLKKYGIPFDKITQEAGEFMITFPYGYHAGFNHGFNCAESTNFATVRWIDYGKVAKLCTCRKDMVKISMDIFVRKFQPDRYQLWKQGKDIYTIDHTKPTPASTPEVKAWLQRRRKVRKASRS
#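 Test system – GST-tagged GASC-1 (JMJD2C) catalytic fragment, aa 2-372 · Medium – HEPES buffer, pH 7.5, plus ascorbate · Reagent – H3K9me3 peptide with Fe(II)/2OG · Compound – one test concentration per compound · Timing – 30 min reaction, 60 min detection, RT · Technique – TR-FRET with Eu antibody and ULight streptavidin, EDTA stop · Read-out basis – inhibition from TR-FRET ratio decrease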
# T cruzi growth = T. cruzi intracellular proliferation inhibitors, primary screen, cell-based, beta-gal Tulahuen parasites, NIH3T3 host, luminescence; T. cruzi beta-gal in NIH3T3, GalScreen luminescence, 90 h; inhibition, % at 8.34 µM; 77,000 compounds, 5.9% hits; AID 624255, 2012;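 active = mean inhibition above about 93%, with at least 55% of replicates each passing it, limit read from the data, passing the limit was not always enough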
# * marks the source's active call; other numbers are inactive results; / = not tested or not shown; & = joins results of further samples.
SMILES	C diff HTS	Pf Dd2 inh	KDM4C inh	T cruzi growth
C[C@H](CO)N1C[C@H](C)[C@H](CN(C)C(=O)NC2CCCCC2)Oc2ccc(NC(=O)NC3CCCCC3)cc2CC1=O	-4.5	10.3	0.5	3.6
CO[C@H]1CN(C)C(=O)c2cc(NS(=O)(=O)c3ccc(C)cc3)ccc2OC[C@H](C)N(C(=O)NC(C)C)C[C@H]1C	/	-12.9	0.9	4.7
COc1cccc(-c2cnc3c(c2)C(=O)N([C@@H](C)CO)C[C@H](C)[C@H](CN(C)C(C)=O)O3)c1	0.8	45.1	-0.3	-22.7
CC(C)C#Cc1cnc2c(c1)C(=O)N([C@H](C)CO)C[C@@H](C)[C@H](CN(C)C(=O)c1ccccc1F)O2	0.5	-36.2	/	82.4
C[C@H](O)C#Cc1cnc2c(c1)C(=O)N([C@@H](C)CO)C[C@@H](C)[C@H](CN(C)C(=O)c1ccccc1)O2	-2.6	33.0	-1.2	99.4
COc1cccc(C(=O)Nc2ccc3c(c2)C(=O)N(C)[C@H]2CC[C@H](CC(=O)NCCCN4CCOCC4)O[C@@H]2CO3)c1	3.1	/	-1.3	-3.0
COCC(=O)Nc1ccc2c(c1)OC[C@@H](C)N(CC1CC1)C[C@@H](C)[C@@H](OC)CN(C)C2=O	/	-14.8	0.6	17.4
C[C@H](NC(=O)C[C@H]1C=C[C@H](NC(=O)C2CC2)[C@@H](CO)O1)c1ccccc1	-0.2	-40.1	0.6	/

# Reprinted at random: 4 compounds from above.
SMILES	C diff HTS	Pf Dd2 inh	KDM4C inh	T cruzi growth
C[C@H](NC(=O)C[C@H]1C=C[C@H](NC(=O)C2CC2)[C@@H](CO)O1)c1ccccc1	-0.2	-40.1	0.6	/
CC(C)C#Cc1cnc2c(c1)C(=O)N([C@H](C)CO)C[C@@H](C)[C@H](CN(C)C(=O)c1ccccc1F)O2	0.5	-36.2	/	82.4
CO[C@H]1CN(C)C(=O)c2cc(NS(=O)(=O)c3ccc(C)cc3)ccc2OC[C@H](C)N(C(=O)NC(C)C)C[C@H]1C	/	-12.9	0.9	4.7
COc1cccc(C(=O)Nc2ccc3c(c2)C(=O)N(C)[C@H]2CC[C@H](CC(=O)NCCCN4CCOCC4)O[C@@H]2CO3)c1	3.1	/	-1.3	-3.0

# Following part
SMILES	C diff HTS	Pf Dd2 inh	KDM4C inh	T cruzi growth
Cc1ccc(S(=O)(=O)Nc2cccc3c2O[C@@H](CN(C)C)[C@@H](C)CN([C@H](C)CO)C3=O)cc1	-1.3	4.1	-0.1	13.9
CCC(=O)N[C@H]1CC[C@@H](CC(=O)NCCN2CCCCC2)O[C@H]1CO	/	0.6	/	-62.0
N#C[C@H]1[C@H](c2ccc(-c3cccc(F)c3)cc2)[C@H](CO)N1c1nc(-c2ccccc2)cs1	9.1	13.7	-2.2	56.6
O=C(C[C@@H]1CC[C@@H]2NC[C@H](O)COC[C@H]2O1)NCc1ccc2c(c1)OCO2	13.8&-5.3	10.7	0.4	26.7
C[C@@H]1CN([C@@H](C)CO)C(=O)Cc2cc(NC(=O)CCC(F)(F)F)ccc2O[C@H]1CN(C)Cc1ccc(C(=O)Nc2ccccc2N)cc1	-3.2	-33.9	0.7	57.8
C[C@H]1CN([C@@H](C)CO)C(=O)c2cccc(NC(=O)C3CCOCC3)c2O[C@H]1CN(C)S(C)(=O)=O	-5.4	38.9	1.6	6.7
CN1C(=O)c2cc(NC(=O)c3cccc(F)c3)ccc2OC[C@@H]2O[C@@H](CC(=O)NCc3ccccc3)CC[C@@H]21	1.1	-51.1	1.2	25.7
Cc1ccc(S(=O)(=O)N(C)C[C@H]2Oc3ccc(N(C)C)cc3CC(=O)N([C@@H](C)CO)C[C@@H]2C)cc1	-2.4	-21.3	-1.9	/

# Following part:
SMILES	C diff HTS	Pf Dd2 inh	KDM4C inh	T cruzi growth
CCN1[C@@H]2Cn3c(ccc(/C=C/c4ccccc4)c3=O)[C@H]1[C@@H](C(=O)NC1Cc3ccccc3C1)[C@@H]2CO	9.8	-13.7	-0.5	/
CN1C(=O)c2cc(NC(=O)C3CCC3)ccc2OC[C@H]2O[C@H](CC(=O)NCCc3ccncc3)CC[C@@H]21	-3.6	10.2	0.9	/
C[C@@H]1CN([C@@H](C)CO)C(=O)c2cccc(NS(=O)(=O)c3ccc(F)cc3)c2O[C@H]1CN(C)Cc1ccc(Cl)c(Cl)c1	4.6	-31.7	16.4	88.2
C[C@@H]1CCCCO[C@@H](CN(C)C(=O)NC2CCCCC2)[C@@H](C)CN([C@H](C)CO)C(=O)c2cc(NS(=O)(=O)c3ccccc3)ccc2O1	-1.0	-16.9	-0.4	80.0
CNC(=O)C[C@H]1CC[C@H]2[C@@H](COc3ccc(NC(=O)Nc4ccc(F)cc4)cc3C(=O)N2C)O1	-10.4	-6.2	2.2	46.6
Cc1ccc(S(=O)(=O)Nc2cccc3c2O[C@@H](CN(C)C(=O)NC2CCCCC2)[C@H](C)CN([C@@H](C)CO)C3=O)cc1	-11.5	-20.0	-2.7	27.1
C[C@H]1CN([C@@H](C)CO)S(=O)(=O)c2ccc(C#CC3CC3)cc2O[C@@H]1CN(C)C(=O)Nc1cc(F)ccc1F	/	-54.6	-1.5	111.1*
Cc1ccc(S(=O)(=O)Nc2ccc3c(c2)C(=O)N([C@H](C)CO)C[C@@H](C)[C@H](CN(C)C(=O)Nc2ccc4c(c2)OCO4)OCCCC[C@H](C)O3)cc1	-13.7	-33.4	-2.8	/

# (cont.)
SMILES	C diff HTS	Pf Dd2 inh	KDM4C inh	T cruzi growth
CO[C@@H]1CN(C)C(=O)c2cc(NC(=O)Nc3cccc(F)c3)ccc2OC[C@@H](C)NC[C@@H]1C	/	-13.2	-0.5	-7.6
COc1ccccc1C#Cc1cnc2c(c1)C(=O)N([C@@H](C)CO)C[C@H](C)[C@H](CN(C)CC1CC1)O2	7.8	-37.5	-0.7	/
CC(C)NC(=O)Nc1ccc2c(c1)C(=O)N([C@@H](C)CO)C[C@@H](C)[C@@H](CN(C)C)O2	-2.4	-1.6	0.3	-47.6
COc1ccc(CN(C)C[C@H]2Oc3c(NC(=O)c4ccncc4)cccc3C(=O)N([C@H](C)CO)C[C@@H]2C)cc1	-5.3	0.2	12.9	92.1
C[C@@H]1CN([C@@H](C)CO)C(=O)c2cccc(NC(=O)CCCCCC(=O)Nc3ccccc3N)c2O[C@H]1CN(C)C(=O)Nc1ccccc1	-0.4	-53.7	1.2	51.1
C[C@H]1CN([C@@H](C)CO)S(=O)(=O)c2ccc(C#CC3CCCC3)cc2O[C@H]1CN(C)C	-0.3	-65.3	1.0	-62.1
Cc1cccc(S(=O)(=O)N2C[C@H]3[C@@H](c4ccccc42)[C@H](CO)N3CC2CCOCC2)c1	-8.4	-34.6	1.5	31.6
COc1ccc2c3c(n(C)c2c1)[C@H](CO)N(CC1CC1)CC31CN(S(=O)(=O)c2cccs2)C1	9.5	-60.1	-2.0	/

# Further compounds.
SMILES	C diff HTS	Pf Dd2 inh	KDM4C inh	T cruzi growth
Cc1ccc(S(=O)(=O)N(C)C[C@@H]2OCCCC[C@@H](C)Oc3ccc(NC(=O)Nc4ccc(F)cc4)cc3C(=O)N([C@@H](C)CO)C[C@H]2C)cc1	/	-58.5	0.8	/
Cc1noc(C)c1NC(=O)N(C)C[C@@H]1Oc2ccc(NC(=O)Nc3ccccc3)cc2CC(=O)N([C@@H](C)CO)C[C@@H]1C	1.9	15.3	-0.6	-8.2
O=C(C[C@@H]1CC[C@@H](NC(=O)C2CCOCC2)[C@@H](CO)O1)Nc1nccs1	/	0.5	-1.1	-21.8
OC[C@@H]1[C@@H]2c3ccccc3NC[C@@H]2N1Cc1ccccc1Cl	4.3	-24.1	-0.8	5.5
O=C(CN1CCOCC1)NCC[C@H]1CC[C@@H](NC(=O)Cc2ccccn2)[C@H](CO)O1	/	8.1	1.1	34.4
C[C@H](NC(=O)C[C@H]1C[C@H]2c3cc(NC(=O)Nc4ccc(C(F)(F)F)cc4)ccc3O[C@H]2[C@H](CO)O1)c1ccccc1	8.9	14.4	-1.0	-20.1
C[C@H](CO)N1C[C@H](C)[C@H](CN(C)C(=O)c2ccccc2F)Oc2ncc(-c3ccncc3)cc2C1=O	-1.2	30.1	2.3	77.4
C[C@@H]1CN([C@H](C)CO)C(=O)c2cc(C#CC3CC3)cnc2O[C@H]1CN(C)C(=O)c1ccc(F)cc1	5.3	-21.6	1.3	91.1

# (next part)
SMILES	C diff HTS	Pf Dd2 inh	KDM4C inh	T cruzi growth
COc1ccc(NC(=O)Nc2ccc3c(c2)[C@H]2C[C@H](CC(=O)N[C@@H](C)c4ccccc4)O[C@@H](CO)[C@H]2O3)cc1	3.5	-14.0	-1.6	-11.0
C[C@@H]1CN([C@@H](C)CO)C(=O)c2c(c3ccccc3n2C)-c2ccccc2CO[C@H]1CN(C)C(=O)[C@H](Cc1ccccc1)N(C)C	6.9	-52.0	0.2	/
C[C@@H]1CN([C@H](C)CO)C(=O)c2cc(NS(=O)(=O)c3cn(C)cn3)ccc2O[C@H]1CN(C)Cc1ccc(C(=O)Nc2ccccc2N)cc1	/	24.4	-0.5	108.4
CN1CCN(C(=O)C[C@H]2C[C@H]3c4cc(NC(=O)Nc5ccccc5F)ccc4O[C@H]3[C@@H](CO)O2)CC1	-1.2	-8.4	0.8	-30.2
Cc1cccc(S(=O)(=O)N2C[C@H]3[C@@H](c4ccccc42)[C@H](CO)N3Cc2cccnc2)c1	-17.8	-25.7	-0.9	85.2
C[C@H]1CN([C@@H](C)CO)C(=O)c2cc(C#CCN(C)C)cnc2O[C@H]1CN(C)C(=O)Nc1ccccc1F	1.5	7.2	5.8	-181.4
O=C(Nc1ccccc1F)N[C@H]1CC[C@@H](CCNC(=O)C2CCCCC2)O[C@H]1CO	/	-3.3	4.8	49.0
O=C(Cc1ccncc1)Nc1ccc2c(c1)[C@@H]1C[C@H](CC(=O)N3CCc4ccccc4C3)O[C@H](CO)[C@@H]1O2	7.3	-55.8	-1.4	18.3

# (further entries)
SMILES	C diff HTS	Pf Dd2 inh	KDM4C inh	T cruzi growth
C[C@H](NC(=O)[C@@H]1[C@@H](CO)[C@@H]2Cn3c(ccc(-c4cccc(F)c4)c3=O)[C@@H]2N1C)c1ccccc1	-2.5	2.9	1.2	/
O=C(C[C@@H]1CC[C@@H](NC(=O)c2ccncc2)[C@@H](CO)O1)Nc1ccccc1	2.4	15.5	-0.9	34.9
C[C@@H]1CCCCO[C@@H](CN(C)C(=O)NC2CCCCC2)[C@@H](C)CN([C@H](C)CO)C(=O)c2cc(NC(=O)C3CCCCC3)ccc2O1	4.4	-53.1	-0.7	64.1
O=C(C[C@@H]1CC[C@H](NC(=O)Nc2cccc(F)c2)[C@H](CO)O1)NCC1CCCCC1	3.6	11.9	0.9	/
CCC(=O)N(C)C[C@H]1Oc2ncc(Br)cc2C(=O)N([C@H](C)CO)C[C@H]1C	-0.1	26.1	0.8	/
CO[C@@H]1CN(C)C(=O)c2ccc(NS(C)(=O)=O)cc2OC[C@@H](C)N(S(C)(=O)=O)C[C@H]1C	-2.9	-2.6	-0.5	6.9
COCC(=O)N1CCCCN2[C@H](C1)[C@H](c1ccc(-c3ccc(OC)cc3)cc1)[C@@H]2CO	-0.2	12.2	1.3	79.4
C[C@H]1CN([C@@H](C)CO)C(=O)c2cccc(NC(=O)C3CC3)c2O[C@H]1CN(C)S(=O)(=O)c1ccc(Cl)cc1	-3.2	-12.6	1.4	18.3

# The results go on:
SMILES	C diff HTS	Pf Dd2 inh	KDM4C inh	T cruzi growth
O=C(C[C@H]1C=C[C@H](NC(=O)Nc2ccccc2)[C@@H](CO)O1)NCc1cccc(F)c1	0.7	-8.7	-1.0	-48.8
CC(=O)NC[C@@H]1[C@@H](c2ccc(-c3cccc(F)c3)cc2)[C@@H](CO)N1C(C)=O	-13.0	-0.1	-1.5	49.9
CC(=O)N(C)C[C@@H]1Oc2ncc(C#Cc3ccc(F)cc3)cc2C(=O)N([C@H](C)CO)C[C@H]1C	0.0	17.1	-1.6	/
CCCNC(=O)N1[C@@H]2c3ccc(-c4ccccc4OC)c(=O)n3C[C@@H]2[C@@H](CO)[C@@H]1C(=O)NC1CCC1	-4.0	-0.7	1.8	28.6
COc1ccccc1NC(=O)N[C@H]1C=C[C@@H](CC(=O)N[C@H](C)c2ccccc2)O[C@@H]1CO	/	11.8	-0.3	29.1
C[C@@H]1CCCCO[C@@H](CN(C)C(=O)NC2CCCCC2)[C@H](C)CN([C@H](C)CO)C(=O)c2cc(NC(=O)CCCN(C)C)ccc2O1	-1.8	-37.4	3.1	27.1
C[C@@H]1CN([C@@H](C)CO)S(=O)(=O)c2ccc(C#C[C@@H](C)O)cc2O[C@@H]1CN(C)C(=O)CN(C)C	1.6	21.7	0.4	19.2
O=C(C[C@H]1C=C[C@@H](NC(=O)Nc2ccc3c(c2)OCO3)[C@H](CO)O1)NCc1ccc(Cl)cc1	/	4.3	-0.4	17.1
